Screening results deposited in PubChem by Fisher Drug Discovery Resource Center.
mcGAS RapidFire = blocks mouse cGAS cGAMP production. inhibition, % at 12.5 µM. hit rate 0.18% among 130,000. AID 1259397. Q8C6L5. recombinant mouse cGAS, cGAMP by RapidFire MS;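 active = inhibition of cGAS enzyme activity at or above 60%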;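 also: enzyme stimulated by 45 bp dsDNA with ATP and GTP substrates; cGAMP share of summed cGAMP plus half ATP and half GTP signals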
Target sequence (Q8C6L5 whole entry, looked up): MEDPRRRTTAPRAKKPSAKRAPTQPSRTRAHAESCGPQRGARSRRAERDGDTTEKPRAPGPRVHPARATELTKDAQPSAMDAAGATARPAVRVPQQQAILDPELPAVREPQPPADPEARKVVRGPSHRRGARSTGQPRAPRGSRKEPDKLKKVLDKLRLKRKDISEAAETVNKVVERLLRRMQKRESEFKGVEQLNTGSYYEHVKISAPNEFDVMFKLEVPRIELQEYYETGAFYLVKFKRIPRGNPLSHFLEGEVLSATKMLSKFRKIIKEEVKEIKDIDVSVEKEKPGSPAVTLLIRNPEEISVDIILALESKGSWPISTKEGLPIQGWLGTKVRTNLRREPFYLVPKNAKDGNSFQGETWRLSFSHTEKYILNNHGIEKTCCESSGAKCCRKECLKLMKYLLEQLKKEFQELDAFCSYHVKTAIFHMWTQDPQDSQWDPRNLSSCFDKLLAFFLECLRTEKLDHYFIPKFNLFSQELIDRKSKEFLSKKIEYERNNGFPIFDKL
* marks the source's active call; other numbers are inactive results; & = joins results of further samples; ! = not confirmed by another sample. This is a subset; rates above refer to the full screens.

mol,mcGAS RapidFire
O=S(=O)(c1cnc[nH]1)N1CCN(c2cccc(Cl)c2)CC1,-13
CC(/C=N\NC(=O)CSc1nnc(-c2ccccc2)n1-c1ccccc1)=C\c1ccccc1,-12
CCOC(=O)C1(C/C=C/c2ccccc2)CCCN(C(=O)Cc2nonc2C)C1 (stereo unspecified),-10
CN(C)c1cncc(-c2cccc(-n3cccn3)c2)n1,-37
CC1C(OC(=O)c2cccc(OCC(N)=O)c2)CC2CC1C2(C)C (stereo unspecified),-7
CCOC(=O)c1csc(CCNc2nc(C)nc3c2cnn3C)n1,-8
CCC1CN(C(=O)COCC(F)(F)C(F)F)CCN1 (stereo unspecified),4
CC(=O)c1cccc(S(=O)(=O)N2CCN(C(=O)C3CCCc4ccccc43)CC2)c1 (stereo unspecified),-10
CN1CCCCC1C(=O)NNC(=O)c1ccccc1Cl (stereo unspecified),2
COC(=O)C1=C(C)N=c2s/c(=C/c3cccs3)c(=O)n2C1c1ccc(OC(C)=O)cc1 (stereo unspecified),-4
O=C(CC1CSc2nc3c(c(=O)n21)CCCC3)NCc1ccccc1Cl (stereo unspecified),-5
CC(NC(=O)CN1CCCC1c1ccc2c(c1)OCCCO2)c1ccccc1 (stereo unspecified),-4
Cc1cc(C)n(CCNC(=O)C(=O)N2c3ccccc3CC2C)c(=O)n1 (stereo unspecified),-4
O=C(c1cccc(-n2cccn2)c1)N(CC(F)(F)F)C1CC1,-3
CCN1CCCC1CNc1nc(-c2ccc3c(c2)CCCN3S(C)(=O)=O)cs1 (stereo unspecified),-31
Cc1nnc(SCC(=O)NC(C)c2cnn(-c3cccc4ccccc34)c2C)s1 (stereo unspecified),-3
C[C@H](C(=O)N[C@H]1CCc2ccccc21)N1Cc2ccc(Nc3ncccn3)nc2C1=O,5
CN(C)CCCN(C)C(=O)c1nc(SCc2ccc(Cl)cc2)n2ccccc12,-12
CN(C(=O)c1ccc(OC2CCN(Cc3ccccn3)CC2)cc1)C1CCOCC1,6
Cc1ccc(C(C)NC(=O)CN2CCN(c3ccc([N+](=O)[O-])c4cnccc34)CC2)cc1C (stereo unspecified),-5
CCN(Cc1ccc(OC)c(F)c1)C(=O)Cn1c(=O)cnc2ccccc21,-15
Cc1occc1C(=O)NNS(=O)(=O)c1ccc(Br)s1,-4
Cc1c(C(=O)O)sc(S(=O)(=O)N2CCN(C(=O)C(C)(C)C)CC2)c1C(=O)O,2
CC(C)c1ccc(CN2CCC(N3CCC(C(=O)N4CCCC4)CC3)CC2)cc1,8
COC(=O)C1(C(F)(F)F)N=C2Sc3ccccc3N2C(=O)N1 (stereo unspecified),2
O=C(CCN1CCSC1=O)OCc1nc2ccccc2o1,-26
c1ccc(-c2nc3ccccc3nc2N2CCCC2)cc1,-3
O=C1CC(c2ccnn2-c2ccccc2)c2ccc(N3CCOC3=O)cc2N1 (stereo unspecified),-25
Cc1nc2ncc3c(=O)n(-c4ccc(Cl)cc4Cl)ccc3n2n1,-6
Cc1noc(C)c1C1CCCN1C(=O)c1scc2c1OCCO2 (stereo unspecified),0
CC(C)NC(=O)C1(C)CCN1Cc1ccc(Cl)cc1 (stereo unspecified),-4
CC(=O)Oc1ccccc1Cn1c(C)c(C(=O)N(C)Cc2ccc(F)cc2)sc1=O,-1
CC(C)(C)c1ccc(-c2ncccc2OC(=O)C23CC4CC(CC(C4)C2)C3)cc1,-8
COc1cc(NC(=O)c2cc(=O)c(OCc3ccc(F)cc3)c[nH]2)cc(OC)c1OC,0
Cc1ccc(S(=O)(=O)NC(=O)C2(C)CCN2C(=O)c2ccc(C(F)(F)F)nc2C)nc1 (stereo unspecified),-20
Cc1cccc(-n2nc(-c3ccc(C)c(C)c3)cc2C(=O)O)c1,0
CC(C)N(C(=O)CSc1n[nH]c(-c2ccccc2F)n1)C(C)C,5
O=C(NCCn1nc(-c2ccncc2)ccc1=O)c1cccc2ccccc12,-8
Cc1cc(N2CCN(CC(C)C)C(CCO)C2)nc(-c2cccnc2)n1 (stereo unspecified),-10
Cc1cc(F)ccc1S(=O)(=O)Nc1cc(Cl)ccc1Cl,-9
Cc1noc(C)c1CSCC(=O)N1CCN(c2ccc(C#N)cn2)CC1,3
CC(C)CN1CCC(CNC(=O)c2ccc(NC3CCN(C)CC3)nc2)C1 (stereo unspecified),-3
Cc1cc(C(=O)NCCc2nnc3c(C(F)(F)F)cccn23)nn1C,-6
COc1cccc(-c2ccc(O)cc2)n1,-15
CCCS(=O)(=O)N1CCCC1C(=O)N1CCCC2CCCCC21 (stereo unspecified),-5
CN(c1ccccc1)c1ccccc1NC(=O)C1CCOC1 (stereo unspecified),-7
Cc1cc(C)cc(N(C(C)C(=O)Nc2ccccc2C(=O)NCC(C)C)S(C)(=O)=O)c1 (stereo unspecified),-3
Cc1cc(C(=O)Cn2cc(C(F)(F)F)cc(Cl)c2=O)c(C)n1C,-6
Cc1cc(=O)n2nc(-c3ccccc3)c(=O)n(N)c2n1,-10
NC(=O)CCN(Cc1ccccc1)S(=O)(=O)c1c(Cl)cccc1Cl,-31
N#CC(=Cc1ccc(-c2ccc(Cl)c(C(F)(F)F)c2)o1)C(N)=S,4
Cc1cc(CN(Cc2ccsc2)Cc2ccco2)n(C)n1,-18
CCN(CC)c1ncccc1CNC(=O)C1CCN(C(=O)N(C)C)CC1,-4
COc1ccc2oc(CNC(=O)CN3CCCCCC3)nc2c1,-10
CCn1c(C2CCCN(C(=O)c3cccnc3NC)C2)nn(C)c1=O (stereo unspecified),-7
CCCSc1nc(N)cc(=O)[nH]1,-10

By substructure: the compounds so far with an aryl methoxy group
mol,mcGAS RapidFire
CCN(Cc1ccc(OC)c(F)c1)C(=O)Cn1c(=O)cnc2ccccc21,-15
COc1cc(NC(=O)c2cc(=O)c(OCc3ccc(F)cc3)c[nH]2)cc(OC)c1OC,0
COc1cccc(-c2ccc(O)cc2)n1,-15
COc1ccc2oc(CNC(=O)CN3CCCCCC3)nc2c1,-10

Following part
mol,mcGAS RapidFire
COc1cc(=O)n(-c2ccccc2C)nc1C(=O)Nc1ccc(Cl)cc1Cl,-32
O=C(CCNc1cc(C2CCNCC2)ncn1)NC1CCCCC1,-10
CCCN1CCC(C)(C(=O)Nc2cccc(OC(C)C)c2)C1 (stereo unspecified),-11
COc1ccc(N2CCN(C3CC(=O)N(C4CC4)C3=O)CC2)cc1 (stereo unspecified),-5
O=c1ccc(-c2ccc(F)cc2)nn1Cc1cccc(C(F)(F)F)c1,-13
CSCC(C)(O)CNc1cccc(F)c1C(C)=O (stereo unspecified),3
CCSc1ncc(-c2c(-c3ccccc3)ncn2Cc2ccon2)cn1,-15
O=C1OC(c2ccccc2)C2(CCCC2)C(=O)C12CCCC2 (stereo unspecified),-8
Cc1c(F)cccc1NC(=O)CNC(C)c1cc(F)cc(F)c1 (stereo unspecified),-8
Cc1oc(-c2cccc(Oc3ccccc3)c2)nc1CN1[C@@H]2CC[C@H]1CNC(=O)C2,-4
COC1(OC)c2nonc2C(OC)(OC)c2nonc21,-5
Cc1ccnc(SCCn2c(N3CCN(c4ccccc4)CC3)nc3c2c(=O)n(C)c(=O)n3C)n1,-7
CN/C(=C\[N+](=O)[O-])NCCSCc1ccc(CN(C)C)o1,-7&-6&-4
O=C(c1ccc(N2CCCCC2=O)cc1)N1CCN(S(=O)(=O)c2ccccc2[N+](=O)[O-])CC1,-8
Cc1ccc(C(=O)N2CCC(N3CCCC(C(=O)N4CCCC4)C3)CC2)cc1O (stereo unspecified),-11
CCOC(=O)CSc1nc(N)c(C#N)c(CC)c1C#N,-10
COc1cc(C(=O)N2CCC(N3CCCC(C(=O)N4CCCC4)C3)CC2)ccn1 (stereo unspecified),-6
O=C(c1ccco1)N1CCCC(C(=O)N2CCN(S(=O)(=O)c3ccccc3)CC2)C1 (stereo unspecified),-9
O=C(CCCO)NCCc1nc2ccccc2n1Cc1c(F)cccc1Cl,-12
Cc1cc(C)n(CCNC(=O)c2ncc[nH]2)c(=O)n1,-8
CC1CC(N2CCN(c3nccs3)CC2)C(=O)O1 (stereo unspecified),7
Cc1cc(CN(C)C(=O)c2ccc3oc(Cc4ccc(Cl)cc4)nc3c2)on1,-10
COc1ccc(S(=O)(=O)NCCOc2cc(N3CCCC3)ncn2)cc1F,-10
COc1coc(C(=O)NCc2ccc3c(c2)OCO3)cc1=O,-6
CC(C)Cc1ccc(C(=O)C2CCN(C(=O)C(C)n3cncn3)CC2)cc1 (stereo unspecified),-4
CCC(C)NC(=O)c1ccc(C2SCCS2)cc1 (stereo unspecified),-14
Cc1cc(C(F)(F)F)nc(CNC(=O)C2CCC(=O)N(Cc3ccc(Cl)cc3)C2)n1 (stereo unspecified),-11
CC(=O)c1cccc(NC(=O)NCc2cccc(NC(=O)N(C)C)c2)c1,5
O=C(O)c1cc2cc3c(cc2[nH]1)OCCO3,0&2
CCOc1cc(C)c(Cl)cc1S(=O)(=O)N1CCNC(C(=O)O)C1 (stereo unspecified),9
CC1=C(c2ccc(C)cc2)S(=O)(=O)NC1=NC(C)c1ccc2c(c1)OCCO2 (stereo unspecified),-1
O=[N+]([O-])c1ccccc1S(=O)(=O)Nc1ccc(S(=O)(=O)N2CCCC2)cc1,-2
CCc1nnc(NC(=O)c2ccc(O)c(Cl)c2)s1,39
O=C(Oc1ccc(-c2nc(-c3ccncc3)no2)cc1)c1ccccc1,-8
NS(=O)(=O)NCC(Cc1ccccc1)c1ccccc1 (stereo unspecified),1
Cc1cc(C(=O)NNC(=O)C=Cc2ccco2)c(C)o1,67*
CC(O)CNCCCCOc1ccc(OCc2ccccc2)cc1 (stereo unspecified),-2
Cc1ccccc1CCC1CCCN(C(=O)CCc2cccnc2)C1 (stereo unspecified),0
CC1=C(Cl)c2ccccc2S1(=O)=O,-6
CCc1ccc(-c2nn(-c3ccccc3C)cc2C(N)=O)cc1,-1

Reformatted field by field: part of the list above
CN(C)CCCN(C)C(=O)c1nc(SCc2ccc(Cl)cc2)n2ccccc12
  mcGAS RapidFire = -12
Cc1ccnc(SCCn2c(N3CCN(c4ccccc4)CC3)nc3c2c(=O)n(C)c(=O)n3C)n1
  mcGAS RapidFire = -7

(continued)
mol,mcGAS RapidFire
Cc1cc(C(=O)NC(C)(C)c2ccc(Br)cc2)on1,-10
CCCCCN1CCN(c2nc3c(c(=O)[nH]c(=O)n3C)n2Cc2ccccc2C)CC1,-7
Cc1cc(Br)c(S(=O)(=O)NC(C)C)cc1C,-12
c1ccc(CCc2noc(-c3ccc(N4CCOCC4)nc3)n2)cc1,-9
CC(CNC(=O)c1csc(C(C)(C)C)n1)S(C)=O (stereo unspecified),-13
COc1ccccc1CSc1nnc(-c2ccc(OC)c(OC)c2)o1,3
Cc1cn2c3c(=O)n(CCN4CCOCC4)c(=O)n(C)c3nc2n1C(C)c1ccccc1 (stereo unspecified),-9
COc1cc(Br)c(OC)c(C(=O)O)c1,-3
CCC(C)NC(=O)N(C)C1CCN(c2ccc(Cl)cc2)CC1 (stereo unspecified),1
CCC(C)(C)NC(=O)CN1CCN(S(=O)(=O)c2cccc(F)c2)CC1,-1
CC(C)=CCCC1=CCC2C(=O)NNC(=O)C2C1 (stereo unspecified),-9
O=C(COc1ccc(N2CCCC2=O)cc1)NC1CC1c1cccc(F)c1 (stereo unspecified),-8
CC(=O)Nc1ccc(CNC2CCc3cc(Br)ccc32)cc1 (stereo unspecified),6
CCCCNc1c(C(=O)OCC)c(C)nc2c1cnn2CC,1
Cc1cccc(C(=O)Nc2c3c(nn2-c2ccccc2C)CSC3)c1,-8
CCCCCn1c(NC(C)CC)nc2c1c(=O)[nH]c(=O)n2C (stereo unspecified),-3

Gathered by group: the compounds so far with a tert-butyl group (3)
mol,mcGAS RapidFire
Cc1c(C(=O)O)sc(S(=O)(=O)N2CCN(C(=O)C(C)(C)C)CC2)c1C(=O)O,2
CC(C)(C)c1ccc(-c2ncccc2OC(=O)C23CC4CC(CC(C4)C2)C3)cc1,-8
CC(CNC(=O)c1csc(C(C)(C)C)n1)S(C)=O (stereo unspecified),-13

The results go on.
mol,mcGAS RapidFire
N#Cc1cccc(NC(=O)CSc2nccn2C2CC2)c1,-7
CC12CCC(=O)N1C(C(=O)OCC(=O)Nc1ccc(-c3ccccc3)cc1)CS2 (stereo unspecified),-2
CC(NC(=O)c1cccc(-c2ccccc2F)c1)c1nn[nH]n1 (stereo unspecified),8
Cn1nc([N+](=O)[O-])nc1Sc1nnnn1C1CCCCC1,-10
CC(=O)N(Cc1cc2ccc(C)cc2[nH]c1=O)CC1CCCO1 (stereo unspecified),6
Cc1cc(C)n2nc(C)c(C(=O)N3CCC4(CN(C)C(=O)O4)C3)c2n1 (stereo unspecified),-15
CC[n+]1c(-c2ccccc2)c2cc(N)ccc2c2ccc(N)cc21,97*!
CC(C)N(C)S(=O)(=O)N(CCc1ccccc1)Cc1ccccc1,-13

Overlap with the part before: four compounds; new compounds follow.
mol,mcGAS RapidFire
CC(=O)N(Cc1cc2ccc(C)cc2[nH]c1=O)CC1CCCO1 (stereo unspecified),6
Cc1cc(C)n2nc(C)c(C(=O)N3CCC4(CN(C)C(=O)O4)C3)c2n1 (stereo unspecified),-15
CC[n+]1c(-c2ccccc2)c2cc(N)ccc2c2ccc(N)cc21,97*!
CC(C)N(C)S(=O)(=O)N(CCc1ccccc1)Cc1ccccc1,-13
Cc1sc2ncn(CC(N)=O)c(=O)c2c1C,-11
O=C(Nc1cccnc1N1CCOCC1)N1CCc2ccccc2C1,-6
COc1ccc(N2CCC(NCc3ccc(C)o3)CC2)cc1,-9
CCN1CCC(NC(=O)c2ccc(NC(=O)c3ccco3)cc2)CC1,-1
